Screening results: PubChem, National Center for Advancing Translational Sciences (NCATS)
Sm TGR inh – inhibitors of Schistosoma mansoni thioredoxin glutathione reductase; Potency, µM (highest dose often 114 µM), for inactives: at the top dose activity change, negative = inhibition, usual class: inhibitors; purified TGR, DTNB reduction, TNB absorbance 405 nm; Q962Y6; 360,000 compounds, 3% hits; further: potency means the concentration at half of the fitted maximal effect; nearly all actives have a fitted effect of over 60% in size
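Kinetic colorimetric format: TGR-catalysed, NADPH-driven DTNB reduction monitored via TNB absorbance. Enzyme dispensed at 20 nM; compound exposure 15 min at room temperature before reaction start.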
AmpC no deterg – blocks E. coli AmpC beta-lactamase in detergent-free assay | AmpC nitrocefin hydrolysis, absorbance 480 nm, 0.0001% Triton | 330,000 compounds, 0.52% hits | Potency, µM (series often up to 57.1 µM), without a hit: at the top dose activity change, negative = inhibition, actives largely listed as inhibitors | P00811;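 further: potency means the concentration at half of the fitted maximal effect; plate controls were no compound for no effect and no enzyme for full effect; nearly all actives have a fitted effect of over 20% in size; some results filed as inactive show a strong effect at the top dose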
Target sequence (P00811 whole entry, looked up): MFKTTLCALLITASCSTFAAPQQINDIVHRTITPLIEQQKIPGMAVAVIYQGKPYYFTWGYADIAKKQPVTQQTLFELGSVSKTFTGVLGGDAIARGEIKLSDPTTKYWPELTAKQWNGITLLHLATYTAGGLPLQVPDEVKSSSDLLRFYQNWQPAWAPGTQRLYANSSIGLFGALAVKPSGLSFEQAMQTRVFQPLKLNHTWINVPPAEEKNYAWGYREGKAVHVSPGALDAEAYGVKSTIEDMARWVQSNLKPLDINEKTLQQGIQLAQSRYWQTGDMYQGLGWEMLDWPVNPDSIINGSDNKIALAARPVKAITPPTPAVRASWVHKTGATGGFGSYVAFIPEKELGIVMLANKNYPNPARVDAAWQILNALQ
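AmpC (5.3 nM in the dispensed reagent) in 20 mM phosphate pH 7.0 with 0.01% (detergent screen) or 0.0001% Triton X-100 was preincubated with compounds for 15 min at room temperature. Nitrocefin was then added from an 800 uM solution, and hydrolysis was followed at 480 nm.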
HCV inh – blocks hepatitis C virus | Huh7.5.1 HCVcc-Cre infection, luciferase reporter, 44 h | Potency, µM (top dose mostly 41.8 µM), without a hit: at the top dose activity change, negative = inhibition, hits mostly inhibitors | 340,000 compounds, 3.4% hits; further: potency means the concentration at half of the fitted maximal effect
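Compounds are dispensed onto cells plated 4 h earlier at 1,000 per well, with HCVcc-Cre virus (about 0.5 moi) added next. Following 44 h of culture, luminescent signal is measured for 15 sec after 15 min with substrate at room temperature.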
HCMV antiviral – inhibitors of human cytomegalovirus; HFF cells, HCMV-luciferase reporter, 72 h; active compounds read low; activity change, negative = inhibition, % at 57.5 µM; 410,000 compounds, 4.5% hits; in the data active means activity change below about -60%; inconclusive means no clear call, values can overlap the other calls; inactive means above about -39%
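Compounds were evaluated in HFFs infected with an HCMV luciferase reporter virus (MOI 1 PFU/cell). Luciferase in lysates collected 72 h post infection served as the replication measure.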
Giardia FBPA inh – blocks Giardia fructose-bisphosphate aldolase activity. A8B2U2. purified Giardia FBPA. Potency, µM (top dose mostly 59.6 µM), inactives show at the highest dose activity, negative = inhibition, usual class: inhibitors. 290,000 compounds, 0.71% hits. AID 2451; further: potency means the concentration at half of the fitted maximal effect; nearly all actives have a fitted effect of over 55% in size
Target sequence (A8B2U2 whole entry, looked up): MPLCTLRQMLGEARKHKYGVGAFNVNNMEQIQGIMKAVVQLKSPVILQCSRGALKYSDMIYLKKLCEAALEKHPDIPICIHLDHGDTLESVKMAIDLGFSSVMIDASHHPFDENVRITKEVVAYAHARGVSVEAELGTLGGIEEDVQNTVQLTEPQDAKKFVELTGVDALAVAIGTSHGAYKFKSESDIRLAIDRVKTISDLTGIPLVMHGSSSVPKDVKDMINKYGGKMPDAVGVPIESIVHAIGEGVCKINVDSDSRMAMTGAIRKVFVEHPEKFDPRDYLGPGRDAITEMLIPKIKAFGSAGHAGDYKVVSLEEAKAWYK
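Giardia FBPA (40 nM reagent) was preincubated 10 min at RT with compound (up to 57.5 uM final), then substrate plus GAPDH/TPI/NAD/arsenate coupling system with diaphorase/resazurin was added; resorufin fluorescence (525/598 nm) was read after 20 min.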
AmpC detergent – AmpC beta-lactamase inhibition with detergent present; P00811; AmpC hydrolysis of nitrocefin, absorbance 480 nm, 0.01% Triton; Potency, µM (top dose mostly 114 µM), for the others: at the highest dose activity change, negative = inhibition, most hits filed as inhibitors; 370,000 compounds, 0.041% hits; AID 485294;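 further: potency means the concentration at half of the fitted maximal effect; 0% = no-compound wells and -100% = no-enzyme wells; nearly all actives have a fitted effect of over 25% in size; some results filed as inactive show a strong effect at the top dose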
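AmpC (5.3 nM in the dispensed reagent) in 20 mM phosphate pH 7.0 with 0.01% (detergent screen) or 0.0001% Triton X-100 was preincubated with compounds for 15 min at room temperature. Nitrocefin was then added from an 800 uM solution, and hydrolysis was followed at 480 nm.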
* = called active by the depositor; ? = inconclusive; · = no result given; & = joins results of further samples; [ ] = remark or other dose. Unless noted, the call rests on the fitted dose curve; in most records, active means well fitted curve in the direction sought with a large enough effect; inconclusive means small, poorly fitted or top-dose-only effect, or another doubt; inactive means no such curve, though single readings can be large; an effect the other way counts as inactive or inconclusive. Unless noted, on the % scale 0 is the no-effect control and ±100 the full control effect.

SMILES	Sm TGR inh	AmpC no deterg	HCV inh	HCMV antiviral	Giardia FBPA inh	AmpC detergent
c1ccc(-n2cc(CN3CCCC3)c(-c3ccc4c(c3)OCO4)n2)cc1	7%	47%	-9%	-30	0%	?
C[C@@H]1NC(=O)[C@H](CCCN=C(N)N)NC(=O)c2cc([N+](=O)[O-])cc(I)c2OCC[C@@H](C(=O)NC(CC(=O)O)C(N)=O)NC1=O (some centres undefined)	-7%	147%[activator]	-13%[8.37 µM]	·	7%	-14%
O=[N+]([O-])c1ccc(S(=O)(=O)N2CCn3cccc3C2c2ccc(Br)cc2)cc1 (centres undefined)	-32%	·	·	-27	·	-1%
Cc1cc(C)c(C#N)c(SCc2nc3ccccc3[nH]2)n1	-3%	1%	-25%	69	-15%	2%
O=C(NCCCO)C(=O)NCC(c1ccc2c(c1)OCO2)N1CCOCC1 (centres undefined)	3%	·	·	117	·	-4%
Cc1cc(-c2nnc(CCC(=O)NC(C)c3cccc4ccccc34)o2)no1 (centres undefined)	-8%[57.1 µM]	12%	-12%	-34	4%	2%
CCCCCC(=O)N1CC2(CC(c3cccc(NC(=O)CC(c4ccccc4)c4ccccc4)c3)=NO2)C[C@@H]1C(N)=O (some centres undefined)	4%	195%[activator]	?	85	-6%	-6%
CCCNC(=O)NC(=O)COC(=O)/C=C/c1cc(Br)ccc1F	12%	-25%	19%	-3	1%	-5%
CCC1Oc2ccccc2N(CC(=O)NC2CCCCC2)C1=O (centres undefined)	-3%	4%	4%	-30	13%	-3%
O=C(NCc1cccs1)c1cccn2c(=O)c3sccc3nc12	1%	-22%	11%	?	6%	5%
CCOc1ccc2nc(NC(=O)C3CCCO3)sc2c1 (centres undefined)	14%	77%[activator]	-1%	111	-2%	0%
COc1ccccc1C(=O)NCCC(=O)NC1CCCCC1C (centres undefined)	-2%	-21%	13%	-16	·	?
O=c1c2ccccc2c(-c2n[nH]c(=S)o2)nn1Cc1ccccc1	?	-24%	10%	61	22%	1%
Cc1ccc(NC(=S)NCc2ccc3[nH]c4c(c3c2)CCCC4)cc1	-17%	?	-35%	?	-6%	?
CCOc1ccc(Nc2oc(-c3ccco3)nc2C#N)cc1	-2%	-28%	-6%	-6	0%	-12%
C(=N\N=C\c1cccnc1)/c1cccnc1	-1%	-8%	-5%	·	6%	1%
COC(=O)CC1C(=O)NC(C)=C1C(=O)OC (centres undefined)	0%	-12%	·	·	12%	-1%
Cc1ccc2c(CNCc3ccc(C)o3)c(C(=O)O)n(Cc3ccc(F)cc3)c2c1	-12%	·	·	-33	·	-2%
CC(C)Oc1ccc(C(=O)OC(C)C(=O)Nc2nc(-c3cccc([N+](=O)[O-])c3)cs2)cc1 (centres undefined)	-15%	-52%	-9%	-26	-1%	-6%
CCC(C)C(NC(=O)C(N)CC(C)C)C(=O)NC(CCC(=O)OCc1ccccc1)C(N)=O (centres undefined)	2%	16%	14%	-16	-1%	?

One compound at a time (already shown). Order of screens: Sm TGR inh	AmpC no deterg	HCV inh	HCMV antiviral	Giardia FBPA inh	AmpC detergent
COc1ccccc1C(=O)NCCC(=O)NC1CCCCC1C (centres undefined) across the screens: -2%	-21%	13%	-16	·	?
Cc1ccc(NC(=S)NCc2ccc3[nH]c4c(c3c2)CCCC4)cc1 across the screens: -17%	?	-35%	?	-6%	?
Cc1cc(-c2nnc(CCC(=O)NC(C)c3cccc4ccccc34)o2)no1 (centres undefined) across the screens: -8%[57.1 µM]	12%	-12%	-34	4%	2%
O=c1c2ccccc2c(-c2n[nH]c(=S)o2)nn1Cc1ccccc1 across the screens: ?	-24%	10%	61	22%	1%
C(=N\N=C\c1cccnc1)/c1cccnc1 across the screens: -1%	-8%	-5%	·	6%	1%

(further entries)
SMILES	Sm TGR inh	AmpC no deterg	HCV inh	HCMV antiviral	Giardia FBPA inh	AmpC detergent
O=C(COC(=O)c1cc(Br)ccc1Cl)NC1CC1	-17%	-34%	18%	?	4%	0%
C=CCNC(=O)NC(=O)COC(=O)c1ccccc1Sc1ccc(C(F)(F)F)cc1[N+](=O)[O-]	4%	-6%	13%	-37	12%	-3%
Cc1ccc(NC(=O)COc2ccccc2C(=O)NCc2ccccc2)cc1	0%	-4%	?	-34	·	-1%
CCc1nnc(SCc2ccc(OC)c(Br)c2)n1N	0%	9%	-1%	3	1%	-8%
Cc1ccc(C(=O)NNC(=O)Cc2csc(-c3csc(C)n3)n2)cc1	0%	-11%	14%	-19	-12%	6%
CCOC(=O)C1(CC2CC2)CCN(Cc2cnc(-c3ccccc3C)nc2)CC1	5%	86%[activator]	?	-9	2%	2%
CC(=O)CC(=O)C1C(=O)N(C)C(=O)N(C)C1=O	-1%	-7%	18%	-1	-7%	-20%
CCOP(=O)(OCC)C(O)c1ccc(OC)cc1 (centres undefined)	1%	-7%	16%	2	3%	2%
Cc1ccc(F)cc1CNC(=O)C1CCC(=O)N(CC2CCCCC2)C1 (centres undefined)	-8%	72%[activator]	-2%	46	3%	-9%
Cc1cnc(NC(=O)c2cc3ccccc3o2)s1	3%	-22%	-4%	71	-16%	1%
NNC(=O)c1cc(O)c(O)c(O)c1	0%	1%	24%	-27	?	-5%
O=C(C[C@H]1C/C=C\C[C@@H](Cc2ccc(F)cc2)C(=O)OC[C@@H]2CCCN2C1=O)NCCO	·	199%[activator]	-3%	-15	·	·
Cc1nn(-c2ccccc2)c(C)c1NC(=O)COC(=O)c1ccc(S(=O)(=O)C(F)F)cc1	-6%	22%	23%	-24	·	0%
Cc1ccc(S(=O)(=O)N2CCC(C(=O)OCC(=O)N3CCCCC3C)CC2)cc1C (centres undefined)	-15%	?	-9%[8.37 µM]	-30	·	?
CCc1c(C)sc(NC(=O)c2noc(C)c2[N+](=O)[O-])c1C#N	-23%	-29%	6%	?	?	2%
CCn1c(C(=O)O)c(CC(=O)Nc2cccc(C(F)(F)F)c2)c2ccccc21	-13%	-20%	5%	-15	-9%	1%
Cn1nc(C(C)(C)C)cc1C(=O)NCc1ccc(N2CCCC2=O)cc1	3%	-15%	?	-100*	-1%	1%
Cc1c(N=CC=Nc2c(C)n(C)n(-c3ccccc3)c2=O)c(=O)n(-c2ccccc2)n1C	0%	9%	·	·	2%	-8%
CC(CC(=O)N1CCN(c2cccc(Cl)c2)CC1)S(=O)(=O)c1ccc2c(c1)NC(=O)CO2 (centres undefined)	1%	68%[activator]	6.3µM*	-95*	·	-1%
COc1ccc(Cl)cc1NC(=O)COC(=O)/C=C/c1c(C)nn(C2CCS(=O)(=O)C2)c1Cl (centres undefined)	-3%	78%[activator]	?	-22	-1%	1%
CCOc1ccc(C(=O)c2cn(CC(=O)Nc3ccc(Cl)cc3)c3cc4c(cc3c2=O)OCCO4)cc1	3%	·	·	-8	·	1%
COc1cc(/C=C(\C#N)c2[nH]nc(N)c2C#N)cc(OC)c1O	-28%	-22%	?	36	-12%	-8%
C#CCn1c(S(=O)(=O)Cc2ccc(C)cc2)nc(-c2ccccc2)c1-c1ccccc1	6%	-30%	?	-95*	-5%	-9%
Cc1c(C(=O)Nc2ccccc2Br)oc2ccc(S(=O)(=O)N3CCCCC3)cc12	0%	·	·	0	·	-5%
COC(=O)[C@@]12CCCCN1[C@H](c1ccc(-c3ccc(Cl)c(Cl)c3)c(OC)c1)[C@H]1C(=O)N(C)C(=O)[C@H]12	·	14%	6%	8	·	·
C/C(=N/NC(=O)c1cccc(Br)c1)C1CC2CCC1C2 (centres undefined)	-12%	-27%	19%	-13	·	1%
COc1ccc2nc(SCC(=O)N3CCCCC3)c(C#N)cc2c1	?	26%	-17%	23	-11%	-6%
CCN(Cc1cc(=O)n2ccsc2n1)Cc1nc2cc(OC)c(OC)cc2c(=O)[nH]1	10%	-11%	-3%	-5	-8%	4%
O=C(Cn1nc(N2CCN(c3ccccc3)CC2)ccc1=O)Nc1ccc(F)cc1F	-1%	·	·	-4	·	4%
COc1cccc(C(=O)N/N=C/c2ccc(OC)c(COc3ccccc3C(N)=O)c2)c1	-3%	94%[activator]	?	-9	·	2%
Cc1ccc(-n2c(SCC(=O)Nc3ccc4c5c(cccc35)CC4)nc(O)c(C)c2=O)cc1	-9%	-24%	-7%	-21	7%	?
Cc1nnc(SC(C)C(=O)Nc2ccc(S(=O)(=O)N3CCCCC3)cc2)s1 (centres undefined)	-3%	4%	13%	1	3%	?
O=C(Nc1ccccc1)N1CCN(c2cccc(C(F)(F)F)c2)CC1	-2%	-14%	?	?	0%	0%
Cc1ccc(-c2nnc(SCC(=O)Nc3cccnc3Cl)n2N)cc1	·	-38%	?	22	·	·
Cc1cccc(OCC(=O)N(Cc2ccccc2)c2ccccn2)c1	4%	·	·	-4	·	-11%
CCOc1ccccc1CNC(=O)C1CCN(c2nn3c(=O)cc(C)nc3s2)CC1	2%	62%[activator]	-14%	-21	·	-10%
Cc1ccc(NC(=O)C(=O)NC2CCCCC2)cc1	1%	-11%	14%	-27	0%	-1%
COc1ccc(-n2cc(C(=O)OCc3ccc(F)c(F)c3)c3ccccc3c2=O)cc1	0%	·	·	-12	·	-8%
COc1ccc(C(=O)O)c(OC)n1	20%	23%	11%	-27	7%	-2%
O=C(/C=C/c1ccccc1)c1ccccn1	?	-30%	7%	27	-21%	-4%
COC(=O)c1cc(C(=O)OC)cc(-n2c(C)cc(C(=O)COC(=O)CNS(=O)(=O)c3ccc(C)cc3)c2C)c1	-2%	-4%	-16%	34	0%	-6%
Cc1cccc(N2CCN(C(=O)c3nn(C)c4c3CS(=O)(=O)c3ccccc3-4)CC2C)c1 (centres undefined)	-4%&1%	52%	?	-30&-25	1%	-2%&12%
O=C(COC(=O)C(Cc1c[nH]c2ccccc12)NC(=O)c1ccc(Cl)cc1)c1ccc(Cl)cc1 (centres undefined)	10%	·	·	0	·	0%
CC(C)CCNC(=O)CN(C(=O)CCC(=O)Nc1nccs1)c1ccc2c(c1)OCCO2	-12%	-1%	-17%	?	-2%	-13%
O=C1CCCCC1Oc1ccc2ccc(=O)oc2c1 (centres undefined)	2%	-4%	7%	20	2%	2%
O=C(Oc1ccc(=O)n(-c2ccccc2)n1)c1ccccc1	?	-14%	-13%	58	5%	-2%
CCC(CC)NC(=O)COC(=O)c1ccc2c(c1)C(=O)N(Cc1ccco1)C2=O	-17%	2%	15%	0	0%	-4%
CCOC(=O)c1cnc(Nc2ccccc2)nc1C(F)(F)F	1%	-3%	-10%	31	-3%	1%
C=CCc1ccccc1OCC(O)CN1CCN(c2ccc(C)cc2)CC1 (centres undefined)	-2%	20%	?	-11	-22%	-7%
CCOC(=O)c1c(C)nc2sc(C(N)=O)c(N)c2c1-c1ccccc1	-3%	-1%	-21%	-62*	5%	0%
CCN(CC)S(=O)(=O)c1ccc(NC=C(C#N)C#N)cc1	-1%	-4%	6%	?	-10%	-1%
O=C(NNc1ccc(-c2csnn2)cc1)c1cc(Cl)cc(Cl)c1	-1%	?	?	10	-6%	-4%
